High-throughput results deposited in PubChem by Broad Institute.
ERAP1 inh – human ERAP1 aminopeptidase inhibitors, primary screen, biochemical, single point, plate reader. Endoplasmic reticulum aminopeptidase 1 (Homo sapiens), Q9NZ08. 0.15% of 340,000 active. inhibition, % at 10.7 µM. recombinant ERAP1, Leu-AMC fluorescence, 60 min;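 active = mean replicate inhibition of at least 30%, or all replicates individually reaching that 30% level; inactive = mean below 30% and not every replicate reaching it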;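 also: 0% = neutral control wells and 100% = L-leucinethiol positive control wells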
Target sequence (Q9NZ08 whole entry, looked up): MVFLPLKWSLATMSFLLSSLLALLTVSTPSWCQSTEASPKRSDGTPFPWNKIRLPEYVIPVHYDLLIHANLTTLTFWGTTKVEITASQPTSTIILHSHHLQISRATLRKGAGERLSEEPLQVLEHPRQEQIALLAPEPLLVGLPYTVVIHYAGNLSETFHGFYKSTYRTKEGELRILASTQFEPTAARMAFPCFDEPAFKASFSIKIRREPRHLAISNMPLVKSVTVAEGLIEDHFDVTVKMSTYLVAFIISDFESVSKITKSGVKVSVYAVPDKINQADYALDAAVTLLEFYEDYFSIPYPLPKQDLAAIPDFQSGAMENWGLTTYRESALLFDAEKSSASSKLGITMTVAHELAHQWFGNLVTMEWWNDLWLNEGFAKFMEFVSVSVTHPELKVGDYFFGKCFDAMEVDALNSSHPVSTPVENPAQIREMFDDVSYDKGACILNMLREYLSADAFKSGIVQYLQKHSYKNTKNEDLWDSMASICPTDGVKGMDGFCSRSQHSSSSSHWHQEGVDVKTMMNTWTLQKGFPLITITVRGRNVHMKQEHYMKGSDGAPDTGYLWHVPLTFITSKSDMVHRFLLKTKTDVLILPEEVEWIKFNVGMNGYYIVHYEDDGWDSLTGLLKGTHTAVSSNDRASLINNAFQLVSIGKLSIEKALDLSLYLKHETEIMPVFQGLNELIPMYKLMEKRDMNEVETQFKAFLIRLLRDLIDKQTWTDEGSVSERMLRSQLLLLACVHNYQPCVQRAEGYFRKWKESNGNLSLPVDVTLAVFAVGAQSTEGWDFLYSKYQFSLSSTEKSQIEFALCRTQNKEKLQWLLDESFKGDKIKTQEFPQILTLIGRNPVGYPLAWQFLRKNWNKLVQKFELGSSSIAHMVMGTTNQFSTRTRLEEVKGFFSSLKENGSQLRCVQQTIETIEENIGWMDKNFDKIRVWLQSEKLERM
PAX8 reporter – inhibitors of PAX8-driven TPO luciferase reporter, primary screen, RMG-I cells, single concentration. SteadyGlo, 24 h. 1.2% of 360,000 active. inhibition, % at 12.6 µM;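 active = mean replicate inhibition at least 60% with every replicate also reaching 60%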;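 also: luciferase light reporting Pax8 driven TPO promoter activity; plate controls were median of neutral control wells for no effect and mitoxantrone controls for full effect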
PGC1a acetyl inh – inhibitors of PGC1a acetylation signal, primary screen, cell-based, U2OS, AlphaScreen, inhibitor mode | AID 651687, 2012 | 0.17% of 350,000 active | AlphaScreen anti-acetyl-lysine; with virally co-expressed GCN5 acetyltransferase | inhibition, % at 15.6 µM;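 active = every replicate shows inhibition of at least 40%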;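 also: 0% = neutral control wells and 100% = positive control wells; some results beyond the cut were filed as inactive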
PglD inh – C. jejuni PglD acetyltransferase inhibitors, primary screen, biochemical, DTNB colorimetric, single point; UDP-N-acetylbacillosamine N-acetyltransferase PglD (Campylobacter jejuni); AID 602405, 2012; 0.098% of 360,000 active; inhibition, % at 12.5 µM; purified PglD enzyme, DTNB colorimetric CoA detection; in the data active = inhibition above about 16%, passing the limit was not always enough; also: strong numbers were not always called active
LGR2 antag – inhibitors of bursicon-induced LGR2 CRE-luciferase signal, primary screen, cell-based, HEK293, CRE-luciferase reporter, bursicon stimulation | Drosophila bursicon receptor LGR2 (rickets) | bursicon-stimulated, 4 h | inhibition, % at 9.99 µM | 0.35% of 380,000 active;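 active = drop in luminescence signal, shown as inhibition above about 50% in the replicate tests, limit read from the data, passing the limit was not always enough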;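 also: agonist challenge used bursicon conditioned medium at about half maximal strength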
FN deposit inh – inhibitors of fibronectin matrix deposition, primary screen, AH1F cells, Alexa488-fibronectin fluorescence, plate reader; AID 743247, 2014; AH1F fibroblasts, overnight; 0.086% of 350,000 active; inhibition, % at 12.6 µM;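 active = mean inhibition across replicates of 30% or more, regardless of how many single replicates reach that level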;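 also: positive control wells lacked labelled fibronectin entirely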
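test system = AH1F fibroblasts assembling fluorescent fibronectin matrix | quantity = 10000 AH1F cells per well | buffer or medium = DMEM plus 2% serum, read in PBS | doses = single dose, pinned | incubation = 1 h cell attachment, overnight exposure to compound and label | detection = fluorescence at 485 nm excitation, 525 nm emission | read-out basis = inhibition from reduced deposited-fibronectin fluorescence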
EWS-Fli block – EWS/Fli-driven NR0B1 reporter inhibitors, primary screen, A673 cells, NR0B1 luciferase, luminescence, MLPCN library. 0.67% of 350,000 active. inhibition, % at 12.6 µM. AID 651661, 2012. viability-normalised;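 active = mean inhibition of at least 50% after viability correction, with every replicate also passing that limit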;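 also: firefly luciferase signal divided by Alamar Blue viability fluorescence both relative to DMSO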
S100A4 inh HTS – inhibitors of S100A4-myosin IIA peptide binding, primary screen, biochemical, fluorescence polarization, TAMRA-MyoIIA peptide; Protein S100-A4 (Homo sapiens), P26447; inhibition, % at 10.7 µM; 0.14% of 360,000 active; AID 652163, 2013;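 active = mean inhibition of at least 70% across replicates, with every replicate also reaching that level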
Target sequence (P26447 whole entry, looked up): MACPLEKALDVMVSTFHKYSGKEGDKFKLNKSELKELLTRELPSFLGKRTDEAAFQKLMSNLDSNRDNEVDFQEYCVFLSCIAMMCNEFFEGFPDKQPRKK
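Test system: S100A4 monomer protein. Medium: HEPES buffer with Ca2+, pH 7.2. Reagent: fluorescent myosin IIA peptide, 5 nM. Compound dosing: single-point compound testing. Timing: 5 min between mix addition and reading. Benchmarks: DMSO neutral and TFP positive wells.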
* = called active by the depositor; . = no result given; & = joins results of further samples.

Results follow in this order: ERAP1 inh | PAX8 reporter | PGC1a acetyl inh | PglD inh | LGR2 antag | FN deposit inh | EWS-Fli block | S100A4 inh HTS
1) CSCC[C@H](NC(=O)COc1ccc(Cl)cc1)c1nc2ccccc2[nH]1
 : . | 4.3 | 3.2 | . | -16.9 | -6.2 | . | .
2) COc1cc(/C=C2\SC(N)=NC2=O)cc(Cl)c1O
 : 1.5 | -3.8 | -3.7 | -19.1 | 16.8 | 0.6 | -1.9 | -2.3
3) O=C(c1cc2ccccc2oc1=O)N1CCCN(C(=O)c2cc3ccccc3oc2=O)CC1
 : -1.5 | 10.8 | -9.2 | . | 3.1 | -7.0 | -6.6 | -0.7
4) COc1ccc(NC(=O)C(=O)N/N=C/c2cccnc2)c(OC)c1
 : 3.7 | . | 4.9 | -4.4 | -11.7 | . | -15.5 | -3.1
5) Cc1cccc(NC(=O)Nc2ccc(C)cc2Br)c1
 : . | -162.8 | -10.0 | 2.0 | -72.6 | -3.1 | . | .
6) COC(=O)c1ccc(C2c3c(n[nH]c3C)C(=O)N2c2ccc(C)cc2)cc1 (stereo not given)
 : -4.8 | -0.6 | 2.8 | -6.2 | -9.3 | 15.8 | 4.7 | -0.4
7) C[C@H]1CN([C@@H](C)CO)C(=O)c2cc(C#Cc3ccccc3F)cnc2O[C@@H]1CN(C)C(=O)C1CC1
 : -1.3 | . | -0.1 | 1.4 | -4.0 | . | -3.2 | -3.8
8) Cc1ccc(C(O)c2ncc(-c3ccccc3F)[nH]2)c(C)c1 (stereo not given)
 : 1.3 | -56.8 | . | -1.4 | . | -1.3 | -28.0 | 6.6
9) CO[C@@H]1CN(C)C(=O)c2cc(NC(=O)c3nc4ccccc4s3)ccc2OC[C@@H](C)N(Cc2cccnc2)C[C@@H]1C
 : -1.3 | 48.2 | 11.1 | -0.1 | 4.0 | -13.9 | -2.8 | 35.7
10) O=C(N[C@H]1CC[C@@H](CCn2cc(C3(O)CCCC3)nn2)O[C@H]1CO)C1CC1
 : -1.0 | 8.0 | -14.6 | 0.6 | -1.2 | . | 2.8 | -14.2
11) CCOC(=O)[C@@H]1[C@H]2COc3cc(OC)ccc3[C@@H]2N2C(=O)N(c3ccc(C(F)(F)F)cc3)C(=O)[C@]12C
 : 0.7 | -2.2 | 8.6 | -1.0 | 1.8 | 8.5 | 3.7 | -2.0
12) CC(Oc1ccc2c3c(c(=O)oc2c1)CCCC3)C(=O)NCc1ccccn1 (stereo not given)
 : 4.6 | -2.8 | -15.0 | 0.1 | 0.2 | -17.8 | 2.8 | 5.3
13) CCn1c2ccccc2c2cc(/C=N/NC(=O)c3ccncc3)ccc21
 : -3.9 | 11.9 | . | 3.0 | 32.5 | 9.2 | 17.6 | -4.2
14) CC(C)n1nnc(-c2ccc(OCc3ccccc3F)cc2)n1
 : . | -79.6 | . | 5.3 | -53.5 | -10.0 | -46.9 | -4.3
15) CC(C)NC(=O)N(Cc1ccccc1)Cc1cccs1
 : . | -10.9 | . | -4.1 | 4.6 | -1.5 | 0.1 | -3.4
16) CCOC(=O)C(C)/C(C)=N/NC(=O)CCC(=O)Nc1cc(C)ccc1C (stereo not given)
 : -2.1 | -0.6 | 15.3 | 7.1 | -32.6 | 11.3 | 10.4 | 2.2
17) COCCSc1nnc(NC(=O)CS(=O)(=O)c2ccccc2)s1
 : -4.8 | -9.6 | -5.0 | 1.0 | -6.5 | 3.5 | 8.6 | -0.8
18) Cc1ccccc1C(C)NS(=O)(=O)c1ccc2c(c1)OCCO2 (stereo not given)
 : 0.2 | -33.6 | -14.2 | 4.7 | -2.2 | -10.6 | -9.3 | 2.8
19) Cc1noc(C)c1NC(=O)Nc1ccc2c(c1)C(=O)N([C@H](C)CO)C[C@H](C)[C@H](CN(C)S(=O)(=O)c1ccc(F)cc1)O2
 : 6.1 | 2.5 | 0.4 | 4.2 | -26.9 | -2.2 | 0.5 | 0.9
20) O=C(N/N=C/c1cccs1)C1CC(=O)N(c2ccccc2)C1 (stereo not given)
 : . | . | 51.8 | 4.9 | 0.5 | 0.2 | . | .

Looked up one by one from the list above, 3 records:
Results follow in this order: ERAP1 inh | PAX8 reporter | PGC1a acetyl inh | PglD inh | LGR2 antag | FN deposit inh | EWS-Fli block | S100A4 inh HTS
19) Cc1noc(C)c1NC(=O)Nc1ccc2c(c1)C(=O)N([C@H](C)CO)C[C@H](C)[C@H](CN(C)S(=O)(=O)c1ccc(F)cc1)O2
 : 6.1 | 2.5 | 0.4 | 4.2 | -26.9 | -2.2 | 0.5 | 0.9
16) CCOC(=O)C(C)/C(C)=N/NC(=O)CCC(=O)Nc1cc(C)ccc1C (stereo not given)
 : -2.1 | -0.6 | 15.3 | 7.1 | -32.6 | 11.3 | 10.4 | 2.2
20) O=C(N/N=C/c1cccs1)C1CC(=O)N(c2ccccc2)C1 (stereo not given)
 : . | . | 51.8 | 4.9 | 0.5 | 0.2 | . | .

Other results follow.
Results follow in this order: ERAP1 inh | PAX8 reporter | PGC1a acetyl inh | PglD inh | LGR2 antag | FN deposit inh | EWS-Fli block | S100A4 inh HTS
21) COc1ccccc1CN(C(=O)c1cnccn1)C(C(=O)NC1CCCCC1)c1cc(OC)c(OC)c(OC)c1 (stereo not given)
 : 3.0 | 3.8 | . | 2.7 | -7.0 | 1.1 | -1.2 | 1.3
22) COc1cccc(-c2ccc3c(c2)O[C@@H](CN(C)C(=O)C2CCC2)[C@H](C)CN([C@@H](C)CO)S3(=O)=O)c1
 : 3.2 | . | -10.5 | -2.9 | -5.9 | . | 0.7 | 3.7
23) CC(C)CNC(=O)CN(C1CCCCC1)S(=O)(=O)c1ccccc1
 : . | 14.9 | -14.2 | 6.0 | . | -4.2 | . | .
24) CC=Cc1ccc2n(c1=O)C[C@H]1[C@H](CO)[C@@H](C(=O)NCc3ccccn3)[C@@H]2N1CCC (mixture of isomers)
 : -0.8 | -9.6 | -2.5 | 2.9 | -6.4 | . | -0.6 | 39.4
25) N#C[C@@H]1[C@@H](c2ccc(C3=CCCCC3)cc2)[C@H](CO)N1C(=O)C1CCOCC1
 : 0.3 | -8.8 | -2.4 | -0.7 | -25.6 | 6.0 | -7.1 | -2.3
26) O=C(NC(=S)Nc1ccc(-c2ccccc2)cc1)c1ccccc1
 : 0.4 | -130.6 | 2.1 | -3.4 | -58.8 | -3.3 | -18.1 | -3.3
27) Cc1nc(SCC(=O)N2CCCCCC2)c2c(=O)n(C)c(=O)n(CC(C)C)c2n1
 : 7.2 | 28.3 | 7.5 | 4.5 | 6.9 | -3.5 | 0.2 | -0.1
28) C[C@@H]1CCCCO[C@@H](CN(C)C(=O)Nc2ccc3c(c2)OCO3)[C@@H](C)CN([C@H](C)CO)C(=O)c2cc(NC(=O)Nc3ccc(C(F)(F)F)cc3)ccc2O1
 : -2.6&-0.7 | 38.2 | 6.7 | -1.0 | -3.6&-4.1 | -5.4 | -15.0&1.6 | 2.1&32.9
29) COc1ccccc1CNS(=O)(=O)c1c(C)[nH]c(C)c1C(=O)N1CCCC1
 : 2.3 | 1.8 | -7.4 | -5.3 | -0.1 | 1.9 | 5.7 | 0.9
30) O=C(CN1C(=O)NC2(CCCC2)C1=O)OCc1ccc(Cl)cc1Cl
 : -6.2 | -2.6 | . | 7.1 | 12.1 | 2.3 | -3.1 | 3.6
31) C[C@H](CO)N1C[C@H](C)[C@@H](CN(C)C(=O)Cc2cccnc2)Oc2cc(-c3cncnc3)ccc2S1(=O)=O
 : -2.9 | -1.9 | 9.2 | -0.6 | -0.4 | 6.4 | -9.3 | -1.0
32) CCCCCNC(=O)Cc1ccc(S(=O)(=O)N2CCOCC2)s1
 : 3.5 | 0.9 | . | 1.7 | -4.6 | -0.7 | 6.6 | 1.8
33) CCOc1ccc(NC(=O)N[C@@H](Cc2ccccc2)C(=O)O)cc1
 : 1.6 | -6.1 | 4.7 | . | 1.2 | -6.3 | -1.8 | -22.8
34) COc1cc(C(=O)NCc2cc3ccccc3n2C)cc(OC)c1OC
 : -3.5 | -103.7 | -4.0 | -8.1 | -13.2 | 9.5 | 10.6 | -0.2
35) COc1ccc(OCC(=O)NNC(=O)c2cccc(S(=O)(=O)N(C)C)c2)cc1
 : . | -6.0 | 1.0 | 2.1 | 10.8 | -3.6 | . | .
36) CC(C)c1nc(SCC(=O)Nc2ccc3c(c2)OCCO3)c2c(=O)n(C)c(=O)n(C)c2n1
 : 2.7 | 1.3 | 7.4 | -5.0 | 26.0 | -6.8 | 0.1 | -2.4
37) Cc1cc(NC(=O)COc2ccc(F)c(Cl)c2)no1
 : -0.2 | 0.2 | . | -1.2 | -7.3 | . | -0.4 | -6.3
38) CC(=O)c1cn(C)c(=O)c2ccccc12
 : 5.3 | 7.5 | 16.3 | -5.1 | 4.3 | -6.5 | 5.9 | 3.1
39) Nn1c(SCC(=O)Nc2cccc(C(F)(F)F)c2)nncc1=O
 : 2.9 | 14.7 | -1.7 | -2.1 | -15.8 | -8.9 | 9.4 | 17.2
40) O=C(OCc1ccc([N+](=O)[O-])cc1)c1cc([N+](=O)[O-])ccc1N1CCOCC1
 : -0.3 | 22.5 | . | . | -13.8 | . | 8.2 | -1.9
41) C[C@@H]1CCCCO[C@@H](CN(C)C(=O)Nc2ccc(F)cc2)[C@H](C)CN([C@@H](C)CO)C(=O)c2cc(NS(=O)(=O)c3cccs3)ccc2O1
 : 3.9 | 15.9 | -3.9 | 3.7 | -6.9 | . | 2.9 | -5.5
42) O=C(CSc1nc2ccsc2c(=O)n1CC1CCC(C(=O)O)CC1)c1ccc(F)cc1 (stereo not given)
 : -0.8 | 6.9 | . | 2.3 | 27.6 | 4.4 | 2.6 | -2.3
43) Cc1ccc2c(c1)c(N=Nc1ccc([N+](=O)[O-])cc1)c(O)n2C
 : -2.4 | 29.7 | 0.8 | 9.3 | 13.7 | 1.5 | 13.2 | -11.0
44) CC12CCC(=O)N1C(C(=O)Nc1ccc(F)c(F)c1F)CS2 (stereo not given)
 : 3.9 | -4.8 | . | . | 7.0 | -0.4 | 6.5 | -5.1
45) Cc1ccc(NC(=S)/N=C(\N)Nc2nc(C)c3cc(C)ccc3n2)c(C)c1
 : -5.8 | 2.2 | -8.5 | -1.5 | 3.6 | . | -11.8 | -2.1
46) O=C(CSc1nc2ccccc2c(=O)n1CCCN1CCOCC1)NC12CC3CC(CC(C3)C1)C2
 : . | 26.8 | . | . | -22.2 | -7.2 | 3.6 | 3.9
47) COc1cccc(CN2C(=O)[C@H]3Cc4c([nH]c5ccccc45)C(C)(C)N3C2=O)c1
 : -0.2 | 32.5 | . | -1.0 | 17.1 | 12.8 | 21.3 | 9.8
48) COc1ccc(Br)cc1S(=O)(=O)NCCN1CCOCC1
 : 1.8 | 6.6 | . | . | 32.6 | 5.1 | -1.7 | 10.4
49) CCN1CCC[C@H]1CNCCCn1cnc2c(SC)ncnc21
 : . | -8.3 | . | -8.5 | -20.4 | 4.0 | 2.7 | 1.7
50) CCOC(=O)C1=C(C)N=C2SC(C)C(=O)N2C1c1ccc(C(=O)OC)cc1 (stereo not given)
 : . | 5.5 | -18.4 | -3.7 | . | 4.5 | . | .
51) S=C(NCc1ccco1)N/N=C/c1ccc(Cl)cc1
 : 0.9 | 7.7 | . | . | -7.9 | 10.8 | -16.3 | -6.8
52) COc1ccc(CNS(=O)(=O)CCNC(=O)c2ccc(OC)cc2)cc1
 : -1.7 | 7.9 | . | 4.7 | 15.1 | 1.8 | -6.8 | -1.4

Not a hit list. Share with any hit: about 2.1%.
